NS3 helicase inh – blocks Hepatitis C virus NS3 helicase unwinding; NS3 helicase DNA unwinding, Cy5 molecular beacon fluorescence; inhibition, % at 10.9 µM; 290,000 compounds, 0.56% hits;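 active = inhibition above the mean of all tested compounds plus 3 SD, set per campaign, cut at about 35% in these data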;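 also: 0% = DMSO wells and 100% = thioflavine S control wells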
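Material: hepatitis C virus NS3 helicase domain fragment enzyme; measured by: Cy5 fluorescence, 0 and 60 min reads; control set: DMSO and thioflavine S; incubation: 60 min unwinding reaction at 25 °C after ATP addition; read-out basis: % inhibition from 60/0 min fluorescence ratio, DMSO 0%, thioflavine S 100%; repeats: singlicate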
MEKK2mut PB1 HTS – signal of MEK5 binding to mutant human MEKK2 PB1 domain. bead flow cytometry, Alexa488-MEK5 binding to MEKK2 mutant. percent response, % at 10 µM. 290,000 compounds, 0.35% hits; in the data active = percent response above about 24%, passing the limit was not always enough; also: inactives centre near 1; some results filed as inactive read as strong as hits
MEKK2 WT-MEK5 – raises or lowers MEK5 binding to wildtype human MEKK2 PB1 domain | Q9Y2U5 | bead flow cytometry, Alexa488-MEK5 binding to MEKK2 WT; actives lie on both sides | binding response (% of control), % at 10 µM | 290,000 compounds, 1.1% hits | AID 1531; in the data active = binding response below about 67% or above about 130%
MEKK3 PB1 HTS – MEKK3-MEK5 PB1 interaction, increase or decrease; bead-based flow cytometry, Alexa488-MEK5 binding to MEKK3; actives lie on both sides; 0 = blocked by unlabeled MEK5, 100 = vehicle; binding response (% of control), % at 10 µM; 290,000 compounds, 1.4% hits; Q99759; AID 1529;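 active = binding response more than 3 SD above or below the average of its plate-row segment, actives on both sides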;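 also: Alexa488 bead fluorescence after subtracting the streptavidin-only scavenger bead signal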
CRFR2-BP ag – agonists of human CRF-binding protein/CRF-R2 receptor complex; HEK293 CRF-R2/CRF-BP, calcium dye fluorescence (FLIPR); percent of saturating CRF peptide response; activation, % at 13.2 µM; 350,000 compounds, 0.46% hits;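 active = activation of at least 50%, plus an integration ratio under a set limit after plate pattern correction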;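 also: plate controls were neutral control wells without compound for no effect and CRF at EC100 for full effect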
GalR3 antagonist – antagonists of human GalR3. O60755. HEK293 GalR3-CNG cAMP membrane potential fluorescence; galR3 body fused to GalR1 C-terminus. 360,000 compounds, 0.44% hits. inhibition, % at 3 µM;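 active = inhibition above the screen-wide average plus 3 SD, cut at about 13% in these data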;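 also: forskolin and galanin both at EC90 stimulate the cells; cAMP rise reported by CNG channel membrane potential dye signal; 0% = forskolin plus galanin with DMSO and 100% = forskolin alone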
Target sequence (O60755 1-299 limits assumed): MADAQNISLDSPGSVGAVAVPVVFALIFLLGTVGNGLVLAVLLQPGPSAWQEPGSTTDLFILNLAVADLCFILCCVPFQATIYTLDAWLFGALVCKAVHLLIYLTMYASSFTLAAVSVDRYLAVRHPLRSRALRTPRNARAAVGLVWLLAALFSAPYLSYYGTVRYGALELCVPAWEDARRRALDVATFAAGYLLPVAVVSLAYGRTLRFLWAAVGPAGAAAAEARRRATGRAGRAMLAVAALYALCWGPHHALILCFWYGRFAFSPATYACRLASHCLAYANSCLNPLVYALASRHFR
CRFBP-R2 block – blocks CRF-induced signaling of the CRF-BP/CRF-R2 complex | 350,000 compounds, 0.59% hits | HEK293 CRF-R2/CRF-BP, CRF-induced calcium fluorescence | inhibition, % at 11.8 µM | AID 588475;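 active = inhibition of the ligand-induced calcium signal above about 50% at the single tested concentration, limit read from the data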
SUMO HTRF inh – inhibitors of human SUMOylation (UBC9); P63279; HTRF SUMOylation assay, SAE1/SAE2 + UBC9, in vitro; inhibition, % at 35 µM; 290,000 compounds, 0.36% hits; in the data active = inhibition above about 50%, passing the limit was not always enough; also: strong numbers were not always called active
Target sequence (P63279 whole entry, looked up): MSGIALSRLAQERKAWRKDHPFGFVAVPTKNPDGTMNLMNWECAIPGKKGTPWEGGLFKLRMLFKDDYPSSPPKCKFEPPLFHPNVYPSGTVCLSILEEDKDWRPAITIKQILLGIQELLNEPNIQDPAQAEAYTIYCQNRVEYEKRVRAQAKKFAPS
FID counter – displaces DNA intercalator in HCV helicase counter-screen. AID 1845. 290,000 compounds, 0.17% hits. DNA fluorescent intercalator displacement, fluorescence. inhibition, % at 7.9 µM; in the data active = inhibition above about 37%;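 also: 0% = vehicle and 100% = reference compound; higher means more ethidium bromide displaced from hairpin DNA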
* hit, by the source's call; . = no result given. An excerpt. The share of hits here may be higher or lower than overall.

Results follow in this order: NS3 helicase inh	MEKK2mut PB1 HTS	MEKK2 WT-MEK5	MEKK3 PB1 HTS	CRFR2-BP ag	GalR3 antagonist	CRFBP-R2 block	SUMO HTRF inh	FID counter
- Cn1c(SCCC#N)nnc1-c1ccc(F)cc1
→ -1.7	4.0	101.0	103.0	.	.	.	-9.0	0.1
- O=c1nc(/C=C/c2ccc(O)c(O)c2)oc2ccccc12
→ 1.7	3.0	101.0	107.0	-2.5	.	-11.3	-6.5	-2.2
- COCC(C)N1CCC(n2nccc2NC(=O)c2ccc3c(c2)OCO3)CC1 (stereo not drawn)
→ -27.3	6.0	111.0	104.0	0.0	-4.1	-7.8	-6.4	-1.8
- CN1CCN(S(=O)(=O)c2ccc(N3CCN(S(=O)(=O)/C=C/c4ccccc4)CC3)nc2)CC1
→ -30.9	-16.0	91.0	95.0	0.7	0.5	-18.6	5.3	3.2
- C(=Nc1ccc(N2CCOCC2)cc1)c1c[nH]c2ccccc12
→ 3.1	0.0	98.0	95.0	-0.7	1.2	0.9	16.5	-3.3
- CCCN1CCC(=O)N(CCOc2ccccc2)CC1
→ -18.2	4.0	101.0	105.0	2.1	2.7	-8.5	-8.7	-5.1
- CCOC(=O)C1=C(c2ccccc2)N=c2s/c(=C\c3cc(OC)c(OC)c(OC)c3)c(=O)n2C1c1cccs1 (stereo not drawn)
→ 15.0	0.0	89.0	102.0	45.8	-5.8	-36.6	-22.4	-5.0
- CC12CN(C(=S)Nc3ccccc3)CC(C)(CN(C(=S)Nc3ccccc3)C1)C2=O
→ -4.1	-7.0	90.0	95.0	-2.6	-1.8	4.6	12.6	8.0
- COCCCn1c(SCC(=O)N2CCOCC2)nnc1-c1ccco1
→ -3.6	-8.0	82.0	84.0	-0.1	-2.1	-6.7	1.8	-8.8
- NC(=O)c1ccc(NC(=O)COC(=O)CCCc2c[nH]c3ccccc23)cc1
→ 2.9	1.0	102.0	109.0	-1.1	-5.2	-4.6	-0.5	-7.5
- CCOC(=O)C1(CCOc2ccccc2)CCN(Cc2ccc3c(c2)OCCO3)CC1
→ -33.1	17.0	120.0	92.0	4.8	-10.9	-13.2	10.5	20.5
- COCCOC(=O)c1c(C)oc2ccc(NS(=O)(=O)c3ccc(C)cc3)cc12
→ -18.6	29.0	119.0	135.0*	-1.2	-1.7	5.8	-8.6	-27.0
- O=C(Nc1ccccc1)C1=C[C@H](c2ccccc2)C[C@H](OCCCCO)O1
→ .	-2.0	93.0	99.0	0.1	-1.7	-5.3	.	.
- CCOc1ccc(N(CC(=O)NC2CC2)S(=O)(=O)c2ccc(C)cc2)cc1
→ -0.2	3.0	102.0	101.0	-0.4	-10.0	-6.0	14.4	-25.0
- COc1ccc(CNC(=O)c2ccc(CS(=O)(=O)c3ccc(Br)cc3)o2)cc1
→ -6.8	1.0	102.0	99.0	-0.8	-2.3	4.3	5.6	-36.7
- Cn1cccc1CC(=O)N/N=C/C=C/c1ccco1
→ 17.8	2.0	103.0	105.0	4.5	-3.0	-3.9	80.0*	-10.2
- Nc1nccc(/C=C/c2ccc(Cl)cc2)n1
→ 10.4	4.0	100.0	104.0	-0.7	-1.9	14.8	12.4	-8.5
- O=C(c1ccc(Cl)c(S(=O)(=O)N2CCOCC2)c1)N(c1ccccn1)C1CCCCC1
→ -2.6	-3.0	105.0	103.0	-1.3	-1.3	-5.4	1.9	-27.6
- Nc1nc(SCC(=O)N2CCc3ccccc3C2)[nH]c(=O)c1-c1ccccc1
→ 4.7	-6.0	89.0	89.0	-0.4	-2.0	15.7	16.4	-4.2
- COc1ccc(Cl)cc1NC(=O)COC(=O)CNC(=O)c1ccc([N+](=O)[O-])c(C)c1
→ -6.2	0.0	100.0	95.0	-3.5	-1.8	26.3	14.6	4.5
- O=c1c(S(=O)(=O)c2ccc(Cl)cc2)cn(Cc2ccccc2)c2ccc(F)cc12
→ 4.9	-1.0	99.0	99.0	-1.6	-2.6	0.5	13.8	-5.9
- O=C(COC(=O)CNC(=O)c1ccccc1)Nc1ccc2c(c1)OCO2
→ 2.2	-2.0	98.0	99.0	0.3	-5.3	3.0	-8.7	-2.5
- Cc1cccc(C)c1OCC(=O)Nn1c(C)nc2ccccc2c1=O
→ 1.3	0.0	94.0	94.0	-2.3	-2.5	10.2	8.7	-11.3
- N=C1C(c2nc3ccccc3s2)=C(O)CN1NC(=O)c1c[nH]c2ccccc12
→ -9.0	7.0	104.0	105.0	-2.9	-2.4	8.3	42.5	1.1
- CC(C)(C)c1cc(CSC(=S)NC2CCS(=O)(=O)C2)c(Br)c(C(C)(C)C)c1 (stereo not drawn)
→ 8.5	1.0	114.0	108.0	3.3	3.1	-2.1	14.5	-4.9
- O=C1CSC(c2ccc(F)cc2)N1c1ccccc1F (stereo not drawn)
→ 7.8	11.0	106.0	108.0	-1.4	-7.9	6.6	-2.3	-12.6
- NNC(=O)c1cc(Br)cs1
→ 7.5	-3.0	98.0	95.0	-1.1	0.7	30.1	-18.2	-2.5
- COc1ccc(-c2nnc3sc(CCN4C(=O)c5ccccc5C4=O)nn23)cc1
→ 1.1	4.0	104.0	102.0	1.9	-4.0	-2.4	12.9	-7.6
- O=S(=O)(c1ccc(F)cc1)N1CC2CCCN2c2ccc(C(F)(F)F)cc21 (stereo not drawn)
→ -7.6	-1.0	108.0	104.0	-0.1	-6.0	7.7	-20.1	-4.6
- COc1cccc(NC(=O)C(=O)NCc2ccncc2)c1
→ -9.6	-5.0	95.0	96.0	1.8	-2.2	-18.2	11.3	-3.6

Single records (already shown). Order of screens: NS3 helicase inh | MEKK2mut PB1 HTS | MEKK2 WT-MEK5 | MEKK3 PB1 HTS | CRFR2-BP ag | GalR3 antagonist | CRFBP-R2 block | SUMO HTRF inh | FID counter
Entry for NNC(=O)c1cc(Br)cs1 → 7.5 | -3.0 | 98.0 | 95.0 | -1.1 | 0.7 | 30.1 | -18.2 | -2.5
Entry for O=C(c1ccc(Cl)c(S(=O)(=O)N2CCOCC2)c1)N(c1ccccn1)C1CCCCC1 → -2.6 | -3.0 | 105.0 | 103.0 | -1.3 | -1.3 | -5.4 | 1.9 | -27.6
Entry for Nc1nccc(/C=C/c2ccc(Cl)cc2)n1 → 10.4 | 4.0 | 100.0 | 104.0 | -0.7 | -1.9 | 14.8 | 12.4 | -8.5
Entry for COc1ccc(CNC(=O)c2ccc(CS(=O)(=O)c3ccc(Br)cc3)o2)cc1 → -6.8 | 1.0 | 102.0 | 99.0 | -0.8 | -2.3 | 4.3 | 5.6 | -36.7

(cont.)
Results follow in this order: NS3 helicase inh	MEKK2mut PB1 HTS	MEKK2 WT-MEK5	MEKK3 PB1 HTS	CRFR2-BP ag	GalR3 antagonist	CRFBP-R2 block	SUMO HTRF inh	FID counter
- Cc1ccc(-n2nc3c(Cl)nnc(C)c3c2C)cc1
→ -6.6	-1.0	99.0	92.0	0.9	-0.3	-3.9	17.9	-1.1
- O=C(CN1C(=O)S/C(=C/c2ccncc2)C1=O)Nc1ccccc1
→ -0.8	8.0	109.0	102.0	3.8	-1.4	-31.8	-4.0	6.2
- CN1CCN(c2nc3ccccc3nc2C(C#N)C(=O)OC2CCCCC2)CC1 (stereo not drawn)
→ -43.2	5.0	110.0	99.0	-0.1	-4.3	-26.4	-5.1	9.2
- N#C/C(=C\c1ccc([N+](=O)[O-])o1)c1nc2ccccc2[nH]1
→ 9.9	-2.0	87.0	103.0	66.5*	-2.0	-80.9	17.9	5.5
- c1ccc2c(N3CCCC3)nc(-c3ccncc3)nc2c1
→ -1.6	-6.0	95.0	96.0	-2.2	-3.4	-14.8	-10.5	-10.0
- O=C(CCl)N1c2ccccc2SCC1c1ccccc1 (stereo not drawn)
→ -4.3	-1.0	101.0	101.0	-1.1	-9.1	0.5	3.1	-7.7
- C(=N\c1nc2ccccc2n1CCN1CCOCC1)/c1cccs1
→ 3.1	4.0	101.0	106.0	-0.4	-2.9	0.1	14.0	-3.0
- Cc1ccc(-c2[nH]ncc2/C=C(\C#N)C(=O)NC2CCCCC2)cc1
→ -4.2	-3.0	98.0	100.0	0.1	-4.1	-8.1	-15.2	-16.0
- COc1ccc(S(=O)(=O)NCC(=O)N(CC(=O)NCc2ccccc2)Cc2ccco2)cc1
→ -4.2	1.0	97.0	101.0	-0.6	-7.9	-1.6	-3.5	-36.4
- COc1ccc(NC(=O)Nc2cc(C)ccc2F)cc1OC
→ -11.1	-7.0	92.0	98.0	-0.5	-4.8	-7.5	1.0	-2.6
- O=C(COc1ccccc1Cl)NCCCNC(=O)c1ccccn1
→ 10.1	2.0	94.0	98.0	-0.1	-1.1	15.3	4.1	-16.7
- COc1ccc(S(=O)(=O)N2CCCOC2CNC(=O)C(=O)NCCc2ccco2)cc1OC (stereo not drawn)
→ 4.1	4.0	101.0	96.0	-0.1	-3.3	10.0	-13.7	-21.9
- COc1cc(O)c(C(CCN2CCN(c3ccccc3)CC2)c2cc(OC)c(OC)c(OC)c2)c(OC)c1 (stereo not drawn)
→ .	5.0	97.0	105.0	-2.9	-6.4	7.1	3.9	.
- O=C1CN(c2nc(-c3ccccc3)c3ccccc3n2)c2ccccc2N1
→ 3.6	-1.0	92.0	99.0	2.5	5.3	-11.4	11.3	-14.9
- Cc1cccc(Cn2c(Sc3nc(C)cs3)nc3c2c(=O)[nH]c(=O)n3C)c1
→ -11.6	-1.0	92.0	100.0	-0.8	-2.7	-9.5	-3.9	-12.2
- N#CCOc1nc(N2CCCCC2)nc(N2CCCCC2)n1
→ 2.6	-2.0	98.0	98.0	0.4	-8.9	1.2	1.3	-23.1
- O=C(Nc1ccccn1)C(=O)Nc1ccccn1
→ 1.5	18.0	124.0	125.0	-0.3	-4.2	9.0	13.1	-1.8
- COc1cc(/C=C(/C#N)C(=O)c2c(C)[nH]c3ccccc23)ccc1OCC#N
→ -4.1	-14.0	88.0	90.0	1.6	-2.4	-25.4	9.4	-4.7
- COCON1C(=O)CN(C(C)=O)C1c1ccc(Cl)cc1Cl (stereo not drawn)
→ -5.0	18.0	107.0	109.0	0.1	-2.9	7.4	12.8	-3.0
- COc1ccc(C(=O)Nc2ccc3ccccc3n2)c(OC)c1OC
→ -0.1	5.0	112.0	104.0	-0.3	-0.3	-6.8	13.4	-19.8
- O=C(Cn1cnc2c(cnn2-c2ccccc2)c1=O)NCc1ccccc1
→ 16.1	10.0	107.0	104.0	-1.1	-1.1	-8.0	10.4	4.5

Source: PubChem BioAssay (several laboratories)
